# All columns: NCI-60 one-dose screen, growth in % after 48 h at 10 µM unless noted; 100 = growth as untreated, 0 = no growth, -100 = all killed.
# SR: SR leukemia cells; hit rate 8.7% among 73,000; AID 1794780
# RPMI-8226: RPMI-8226 leukemia cells. hit rate 7.5% among 77,000. AID 1794781
# MDA-MB-468: MDA-MB-468 breast cancer. hit rate 8.5% among 78,000
# MDA-MB-435: MDA-MB-435 melanoma. AID 1794794. hit rate 7.8% among 82,000
# MOLT-4: MOLT-4 leukemia cells | hit rate 6.9% among 80,000 | AID 1794779
# K-562: K-562 leukemia. hit rate 7.4% among 78,000. AID 1794777
# MDA-MB-231: MDA-MB-231 breast cancer; hit rate 5% among 81,000
# CCRF-CEM: CCRF-CEM leukemia | hit rate 7% among 77,000 | AID 1794778
# Active calls of the source: *; . = no result given; & = joins results of further samples. Rule for the calls: active = growth percent below 10; inactive = the rest.
SMILES,SR,RPMI-8226,MDA-MB-468,MDA-MB-435,MOLT-4,K-562,MDA-MB-231,CCRF-CEM
COc1ccccc1C(=O)/C=C/c1ccccc1,43,-3.0*,.,78,81,23,98,46
Nc1n[nH]c2cccc(C#Cc3cccc(NC(=O)c4cccc(Cl)c4)c3)c12,.,30,46,23,.,.,9.8*,15
COc1ccc(CCN2C(=O)/C(=C/c3csc(C#N)n3)SC2=S)cc1OC,.,-7.6*,-81*,24,-11*,1.1*,96,.
CCN(CCO)CCNc1ccc(C)c2sc3cc(Cl)ccc3c(=O)c12,-19*,28,-48*,-69*,7.7*,-44*,-43*,14
CCOC(=O)c1sc(N/N=C(\C)c2ccc3c(c2)Nc2ccccc2S3)nc1C,19,20,8.5*,35,15,1.7*,19,32
Fc1ccc(Nc2ncnc3onc(-c4ccccc4)c23)cc1,92,117,98,105,94,89,100,108
O=C(CNC(=O)c1cn(-c2ccccc2)nc1-c1ccccc1)c1ccccc1,74,.,110,93,83,97,102,101
COc1ccc(NC(=O)Cn2cc(CSc3nc4ccccc4o3)nn2)cc1,101,121,103,106,105,101,105,109
COc1ccccc1NC(=O)Nc1cc(C(C)C)ccc1C,111,96,108,107,97,111,101,103
COc1ccc(S(=O)(=O)Nc2c(/C=C\c3cc(OC)c(OC)c(OC)c3)ccc(OC)c2O)cc1,10,7.6*,11,-39*,8.7*,12,5.5*,13
CCc1c(C)c2cc3nc(-c4ccc(C(=O)O)cc4)oc3c(C)c2oc1=O,94,106,119,103,86,101,117,102
C=C1c2nc3ccccc3n2C=C(c2ccc(OC)cc2)N1Cc1ccc(Cl)cc1,72,51,97,107,77,78,101,90
COC(=O)[C@H](Cc1ccc(O)cc1)NC(=O)[C@H](Cc1ccccc1)NCc1cccc(O)c1,80,100,79,104,86,92,96,94
CCOC(=O)c1ccc2c(c1)ncn2-c1ccc(NC(=O)Nc2cccc(C)c2)cc1,20,46,116,78,43,18,52,46
FC(F)(F)c1nn(-c2ccccc2)c2c1-c1cc(Cl)ccc1CO2,115,110,98,101,103,100,102,104
CCOC(=O)CC1CSC(N/N=C/c2ccc(F)c(Br)c2)=N1 (configuration not stated),88,104,116,108,89,91,109,90
OC(CCCN1CCCCC1)(c1ccccc1)c1ccc(C(F)(F)F)cc1 (configuration not stated),82,75,99,103,79,80,87,82
Cc1cnc(/C=N\NC(N)=S)c2cccc(N)c12,-16*,-9.8*,-28*,28,-14*,31,34,-28*
N#Cc1c(N)nc2c(nnn2-c2cccc(Br)c2)c1N,84,87,93,108,83,.,89,98
COc1ccc2nc(Cl)c(/C=C/C(=O)c3ccc(NC(=O)CSc4nnc(-c5ccc(Br)cc5)n4-c4ccccc4)cc3)cc2c1,89,47,89,91,72,77,93,69

# One compound at a time (already shown). Order of screens: SR	RPMI-8226	MDA-MB-468	MDA-MB-435	MOLT-4	K-562	MDA-MB-231	CCRF-CEM
# `COc1ccc(CCN2C(=O)/C(=C/c3csc(C#N)n3)SC2=S)cc1OC` in the list: .	-7.6*	-81*	24	-11*	1.1*	96	.
# `CCOC(=O)c1sc(N/N=C(\C)c2ccc3c(c2)Nc2ccccc2S3)nc1C` in the list: 19	20	8.5*	35	15	1.7*	19	32
# `Fc1ccc(Nc2ncnc3onc(-c4ccccc4)c23)cc1` in the list: 92	117	98	105	94	89	100	108

# The list continues:
SMILES,SR,RPMI-8226,MDA-MB-468,MDA-MB-435,MOLT-4,K-562,MDA-MB-231,CCRF-CEM
C1CC2CC1CC2CNCC1CC2CCC1C2 (configuration not stated),.,112,114,99,126,106,118,109
C[C@@H](Nc1ncnc2ccc(-c3cnc(N)nc3)cc12)c1ccc(F)cc1,85,84,.,95,.,.,60,95
O=C1CSC(=S)N1/N=C/c1c[nH]c2ccc(Br)cc12,93,95,99,106,83,99,98,100
Nc1ccc(-c2nc3cc(Oc4ccc(Oc5ccc6[nH]c(-c7ccc(N)cc7)nc6c5)cc4)ccc3[nH]2)cc1,92,101,90,109,97,95,103,100
Cc1ccc(S(=O)(=O)NCCCNc2nccc(-c3[nH]c(-c4ccccc4)nc3-c3ccc(Cl)c(O)c3)n2)cc1,97,72,106,58,74,75,83,73
CC(C)OP(=O)(CCC(=O)c1c[nH]c2ccccc12)OC(C)C,100,73,107,.,93,96,106,76
CCCCCCCCCCCC(=O)C(CCCCCCCCCC)C(=O)Nc1ccccc1 (configuration not stated),100,99,109,110,89,104,91,103
O=C(Cc1ccccc1)NN=C1CCCC1,89,106,107,110,82,84,99,108
O=C1Nc2ccc(Br)cc2/C1=N\N=C/c1cn(Cc2ccccc2)c2ccccc12,80,96,-43*,105,67,67,93,81
CC(=O)c1nnc(CCC(=O)c2nc3ncccc3[nH]2)o1,104,108,102,99,116,113,99,111
Clc1ccc(C2=C3CCCCC3=NC3=CC=CCN32)cc1,99,95,98,100,101,96,111,88
CCOC(=O)c1c2ccc3cn[nH]c3c2c(C)n1C,77,78,.,90,99,106,85,94
Cn1cccc1-c1cc(C(=O)N/N=C\c2cccc(O)c2)[nH]n1,.,86,101,102,92,76,94,85
CN(C)c1ccc(C(=O)Nc2nc3c(F)c(F)c(F)c(F)c3s2)cc1,77,84,119,102,80,91,93,86
Cc1ccc(S(=O)(=O)N(CC[C@@H]2C[C@H]2c2cc3ccccc3o2)C(=O)NC2CCCCC2)cc1,100,107,95,101,95,91,90,118
O=C(O)c1ccc(-c2cccc(Oc3ccc4nnc(Cl)n4n3)c2)cc1,115,105,98,111,118,110,102,103
COc1cc(-c2nc(N3CCN(c4ccccc4)CC3)c3ccccc3n2)cc(OC)c1OC,90,118,98,96,.,98,98,105
OB(Cc1ccccc1)c1ccccc1,84,97,102,117,94,99,118,99
C/C(=C(/C)C1CC1CCNC1CN(C(=O)OC(C)(C)C)C1)c1ccccc1 (configuration not stated),101,101,100,103,107,105,106,107
CN(C)c1ccc(/C=C2\Oc3cc(OCCN4CCCCC4)ccc3C2=O)cc1,51,73,87,98,78,12,87,78
CCOC(=O)c1ccc(N/C=C/C(=O)c2ccccc2)cc1,88,100,99,93,97,99,105,102
Nc1ccc2c(=O)[nH][nH]c2c1,95,101,92,95,124,114,102,102
COc1cc(C)cc(-c2[nH]ncc2-c2cc(NCCCO)nc(-c3cccnc3)n2)c1,67,83,82,96,96,83,73,81
CC(C)=CCC1=C(O)COC1=O,86,100,112,112,86,86,103,106
O=c1c(CNc2ccc(S(=O)(=O)Nc3ncccn3)cc2)coc2ccccc12,100,73,108,119,.,100,100,.
O=C(O)c1cc([N+](=O)[O-])cc2ccccc12,101&97,96&92,101&103,105&103,111&90,100&108,112&110,57&89
Cc1ccc2c(Cn3nnc(N)c3C#N)cc(=O)oc2c1,104,98,102,109,87,93,96,89
Cc1ccccc1C(=O)c1ccccc1C,108,98,101,98,123,126,94,119
Nc1c(C(=O)c2ccccc2)oc2nc(-c3cnccn3)cc(-c3cccs3)c12,86,96,103,104,94,87,100,93
O=c1c(-c2nc3ccccc3s2)cc2c(n1NS(=O)(=O)c1ccccc1)CCCCCC2,97,98,108,101,100,98,97,98
COc1cc(-c2csc(NC(=O)Nc3ccc(F)c(Cl)c3)n2)cc(OC)c1OC,37,33,30,54,29,24,59,45
COC(=O)C1CCCC1,.,110,107,119,138,127,98,115
O=C1OC(c2ccc(Cl)c(Cl)c2)=C/C1=C/c1ccccc1,.,106,111,107,117,107,100,104
CCN(CC)N=Nc1nn(C(=O)Nc2ccc(Cc3ccccc3)cc2)c2ccc(Cl)cc12,.,57,101,43,.,22,102,63
Cc1cc(CO)cc(C)c1O,.,110,103,99,102,99,115,104
O=C(NCc1ccccc1)C(c1ccc(O)cc1)N(C(=O)CCc1ccccc1)C1CC1 (configuration not stated),89,94,88,105,93,.,93,99
COc1ccc2nc(-c3ccc(Cl)cc3)cc(C(=O)N3N=C(c4ccc(N)cc4)CC3c3ccccc3)c2c1 (configuration not stated),25,29,31,4.3*,43,17,84,31
COc1ccc(-c2csc(NC(=O)c3ccccc3CN3C(=O)c4ccccc4C3=O)n2)cc1,101,96,92,94,96,93,101,102
O=C(NNC(=O)c1ccc(-n2cc(-c3ccccc3)nn2)cc1)NC1CCCCC1,107,103,103,102,107,102,102,101
COc1cc(NC(C)CCCNC(=O)CCC(=O)NCCCNCCCCCCCNCCCNC(=O)CCC(=O)NCCCC(C)Nc2cc(OC)cc3cccnc23)c2ncccc2c1 (configuration not stated),102,79,66,99,89,77,64,83

# 3 compounds drawn at random from those above:
SMILES,SR,RPMI-8226,MDA-MB-468,MDA-MB-435,MOLT-4,K-562,MDA-MB-231,CCRF-CEM
CCOC(=O)c1sc(N/N=C(\C)c2ccc3c(c2)Nc2ccccc2S3)nc1C,19,20,8.5*,35,15,1.7*,19,32
O=c1c(CNc2ccc(S(=O)(=O)Nc3ncccn3)cc2)coc2ccccc12,100,73,108,119,.,100,100,.
CCCCCCCCCCCC(=O)C(CCCCCCCCCC)C(=O)Nc1ccccc1 (configuration not stated),100,99,109,110,89,104,91,103

# New compounds follow
SMILES,SR,RPMI-8226,MDA-MB-468,MDA-MB-435,MOLT-4,K-562,MDA-MB-231,CCRF-CEM
CC1=CC(=O)C=CC1=Nc1ccc(O)cc1,.,98,112,111,113,116,100,84
COc1cc(CNC(=O)CCCC(C)=CCC/C=C/CCC=C(C)CC/C=C(\C)CCC=C(C)C)ccc1O,82,94,91,94,78,84,88,70
CC(=O)c1cc(Cl)ccc1Cl,90,107,113,113,98,68,101,101
CC(=O)C1CCC2C3CC4OCC5(CCC(=O)C=C45)C3CCC12C (configuration not stated),.,103,.,109,96,93,89,109
CCOC(=O)c1cc(C(=O)c2cc(OC)cc(OC)c2)n2ccc(-c3cc[n+](CC(=O)c4cc(OC)cc(OC)c4)cc3)cc12,87,96,86,101,100,95,87,90
O=C(NO)c1ccc(Cn2c3c(c4cc(F)ccc42)CS(=O)(=O)CC3)cc1,.,78,95,101,87,93,74,86
O=[N+]([O-])c1ccccc1NCNc1ccccc1[N+](=O)[O-],119,97,105,106,101,111,106,102
COc1cc(/C=N\NC(=O)c2c(C)nn(CC(O)c3ccccc3)c2N)ccc1OC(F)F (configuration not stated),93,94,102,109,104,99,99,100
O=C(CCN1CCCC1)Nc1ccc2c(Nc3ccc(Br)cc3)c3ccccc3nc2c1,-23*,-35*,39,-88*,-34*,-43*,-49*,-16*
CC(O)c1nc2c(c(=O)n(C)c(=O)n2C)n1C (configuration not stated),125,.,105,111,117,116,117,96
COc1ccc(-n2c(-c3ccccc3)c(-c3ccccc3)c3c(SCC(=O)n4[nH]c(C)cc4=O)ncnc32)cc1,98,77,64,99,93,69,81,98
COc1ccc(-n2cnc3c(sc4ncc(Cl)cc43)c2=O)cc1,71,48,93,77,97,88,113,.
CCN1C(=O)N(CC)C2C1NN=c1s/c(=C3\C(=O)N(CCC(C)C)c4ccccc43)c(=O)n12 (configuration not stated),17,17,27,-31*,21,12,5.9*,14
COc1cccc(/C=N/Nc2nnc3n2N=C(c2ccccc2)CS3)c1,94,92,91,102,100,89,102,102
CO[C@H]1CN(C(=O)OC(C)(C)C)CC[C@@H](c2ccccc2)OC(=O)C[C@@]2(O)O[C@H]([C@@H](O)[C@H](O)[C@H]2O)[C@@H](O)/C=C/[C@H]1OC,103,112,101,108,103,108,105,104
COc1nc2c(c(=O)n1C)N=C1c3ccccc3C(=O)C1C(c1ccccc1)N2 (configuration not stated),.,92,83,.,76,75,89,103
CC(C)(C)N1CC(O)C1,107,71,95,95,124,79,98,89
Nc1nn(C(=O)c2ccncc2)cc1-c1ccccc1,104,89,82,95,120,105,104,97
CCOC(=O)c1cnc2ccc(C)cc2c1Nc1cccc(NS(C)(=O)=O)c1,104,102,101,105,115,109,97,101
CCCS(=O)(=O)Oc1ccc(-c2cn3ccoc3n2)cc1,95,98,94,95,109,98,102,102
Cc1c(C(=O)OCCO)cc(-c2ccc(Cl)cc2)n1-c1ccc(Cl)cc1Cl,.,85,56,4.7*,50,33,74,65
COC12C=C/C(=C(/C(=O)OCc3ccccn3)C(=O)CCCCCCCCC3(OC)C=C/C(=C(/C(=O)OCc4ccccn4)C(=O)CCCCCCCC1)O3)O2,-9.8*,-15*,-32*,-24*,0.9*,-0.1*,7.9*,0.6*
NC1=NC(=O)/C(=C/c2ccnc3ccccc23)S1,73,64,104,90,89,86,103,58
CC(=Nc1ccccc1)C1=C(O)C(Cc2ccc(O)cc2)NC1=O (configuration not stated),-9.6*,.,18,-8.7*,-3.0*,.,11,.
CCCCCCCCCCCCCCCCOc1ccc(C)cc1,98,118,106,111,103,108,100,127
COC(=O)c1c(C(=O)OC)c2c3ccccc3c3ccccc3n2c1C(=O)C(C)(C)C,-17*,47,54,83,46,47,74,66
COc1ccc(C(=O)/C=C/c2ccc3c(c2)OCO3)cc1S(=O)(=O)Nc1cccnc1,.,76,79,101,91,47,99,72
FC(F)(F)Oc1ccc2nc3nc4ccc[nH]c4cc3c2c1,44,72,-25*,89,69,.,74,76
CC(=O)c1nnn(C(C)(C)C(N)=O)c1C,103,105,110,107,105,104,108,104
COc1cc(-c2nc(N)n(CC(=O)Nc3ccc(/C(C)=N\O)cc3)n2)cc(OC)c1OC,83,94,104,82,92,96,103,85
CCCCc1oc2ccc([N+](=O)[O-])cc2c1C(=O)c1ccc(C#CC2CCCC2)cc1,105,85,101,97,93,78,98,92
O=c1[nH]c(=O)c2[nH]c(-c3cc4ccccc4[nH]c3=O)nc2[nH]1,62,84,107,117,105,88,101,87

# An excerpt from above in order of heavy-atom count, highest first:
SMILES,SR,RPMI-8226,MDA-MB-468,MDA-MB-435,MOLT-4,K-562,MDA-MB-231,CCRF-CEM
CCCCc1oc2ccc([N+](=O)[O-])cc2c1C(=O)c1ccc(C#CC2CCCC2)cc1,105,85,101,97,93,78,98,92
Cc1c(C(=O)OCCO)cc(-c2ccc(Cl)cc2)n1-c1ccc(Cl)cc1Cl,.,85,56,4.7*,50,33,74,65
CCCCCCCCCCCCCCCCOc1ccc(C)cc1,98,118,106,111,103,108,100,127
